From PubChem
NCOA2 inhibitor – human SRC2 (NCOA2) inhibition; Q15596; 370,000 tested, 0.17% active; inhibition, % at 9 µM; HEK293 GAL4-SRC2 luciferase reporter, luminescence;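 active means inhibition above the mean inhibition of all tested compounds plus 3 SD, set per campaign, cut at about 52% in these data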;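 further: 0% = DMSO treated cells and 100% = cells given Gossypol at 36 µM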
MC4R barr agon – human MC4R agonism via beta-arrestin; P32245; U2OS MC4R beta-arrestin complementation, luminescence; percent of melanotan II response, DMSO zero; activation, % at 8.9 µM; 360,000 tested, 0.98% active;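 active means activation above a per-plate cutoff, the mean activation of sample wells on that plate plus 3 SD, cut at about 8% in these data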
COUP-TFII inh – inhibitors of human COUP-TFII (NR2F2); P24468; HEK293T NGFI-A luciferase reporter, luminescence; inhibition, % at 8.6 µM; 370,000 tested, 0.7% active; AID 686940;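 active means inhibition above a per-plate cutoff, mean inhibition of test wells between control levels plus 3 SD, cut at about 38% in these data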;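 further: cells cotransfected with COUP-TFII expression vector driving the NGFI-A reporter; 0% = median of COUP-TF2 test wells and 100% = reporter-only cells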
NCOA1 inh – inhibits human SRC1 coactivator. 360,000 tested, 0.12% active. inhibition, % at 3.6 µM. HEK293 GAL4-SRC1 luciferase reporter, luminescence. Q15788;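 active means inhibition above the campaign mean plus 3 SD, with each screening campaign given its own cutoff, cut at about 60% in these data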;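 further: 0% = DMSO treated cells and 100% = gossypol at 36 µM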
NCOA3 inh – inhibits human SRC3 coactivator | Q9Y6Q9 | HEK293 GAL4-SRC3 luciferase reporter, luminescence | inhibition, % at 3.6 µM | 360,000 tested, 0.17% active | AID 588352;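 active means inhibition above a per-campaign cutoff, the mean of all compounds plus 3 SD, cut at about 60% in these data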;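 further: 0% = DMSO-treated cells and 100% = gossypol-treated cells at 36 µM; higher means less SRC3-driven luciferase light from the GAL4 reporter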
Target sequence (Q9Y6Q9 whole entry, looked up, the tested form may be a part): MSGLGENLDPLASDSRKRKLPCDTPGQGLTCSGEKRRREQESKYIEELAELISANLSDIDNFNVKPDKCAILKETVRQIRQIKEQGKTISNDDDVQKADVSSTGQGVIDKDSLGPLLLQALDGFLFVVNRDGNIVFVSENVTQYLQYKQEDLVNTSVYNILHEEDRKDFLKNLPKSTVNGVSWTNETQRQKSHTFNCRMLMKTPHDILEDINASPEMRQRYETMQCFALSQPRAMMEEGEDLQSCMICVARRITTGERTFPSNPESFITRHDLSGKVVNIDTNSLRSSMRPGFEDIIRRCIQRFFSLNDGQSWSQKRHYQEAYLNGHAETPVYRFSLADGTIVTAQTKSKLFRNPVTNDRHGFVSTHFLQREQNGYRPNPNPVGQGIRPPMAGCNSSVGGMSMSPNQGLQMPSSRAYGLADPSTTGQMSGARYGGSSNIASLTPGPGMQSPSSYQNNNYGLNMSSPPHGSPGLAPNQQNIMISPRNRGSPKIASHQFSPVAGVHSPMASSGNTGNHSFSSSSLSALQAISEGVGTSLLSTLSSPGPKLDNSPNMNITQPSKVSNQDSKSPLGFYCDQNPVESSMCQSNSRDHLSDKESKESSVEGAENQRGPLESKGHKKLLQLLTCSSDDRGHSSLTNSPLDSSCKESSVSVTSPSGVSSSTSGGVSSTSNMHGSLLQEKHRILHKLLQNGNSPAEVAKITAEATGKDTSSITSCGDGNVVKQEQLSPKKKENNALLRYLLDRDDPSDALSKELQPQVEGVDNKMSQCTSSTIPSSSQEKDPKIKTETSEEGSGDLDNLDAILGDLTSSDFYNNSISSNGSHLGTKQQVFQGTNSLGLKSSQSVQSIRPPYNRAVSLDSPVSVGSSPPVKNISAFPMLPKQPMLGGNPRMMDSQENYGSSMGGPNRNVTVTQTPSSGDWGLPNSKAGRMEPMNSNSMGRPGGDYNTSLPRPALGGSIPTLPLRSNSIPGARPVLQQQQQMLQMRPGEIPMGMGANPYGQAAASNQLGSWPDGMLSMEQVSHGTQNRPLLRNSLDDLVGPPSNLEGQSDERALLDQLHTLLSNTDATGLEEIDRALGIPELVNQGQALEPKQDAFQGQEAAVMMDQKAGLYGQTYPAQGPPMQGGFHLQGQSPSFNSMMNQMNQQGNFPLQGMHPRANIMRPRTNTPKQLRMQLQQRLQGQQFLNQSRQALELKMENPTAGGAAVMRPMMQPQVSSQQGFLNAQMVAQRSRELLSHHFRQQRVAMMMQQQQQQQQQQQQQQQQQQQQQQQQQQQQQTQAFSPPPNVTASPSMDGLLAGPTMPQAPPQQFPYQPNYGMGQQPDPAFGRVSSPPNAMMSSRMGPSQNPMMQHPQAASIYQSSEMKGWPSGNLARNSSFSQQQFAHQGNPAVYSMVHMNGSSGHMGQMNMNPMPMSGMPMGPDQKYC
TLR9-MyD88 block – inhibitors of human TLR9-MyD88 binding; CHO BLA complementation TLR9-MyD88, CCF4 FRET ratio; inhibition, % at 4.98 µM; 340,000 tested, 0.21% active; AID 504734;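 active means inhibition above the mean over all tested compounds plus 3 SD, cut at about 21% in these data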;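 further: 0% = DMSO only wells and 100% = clavulanate BLA inhibitor control wells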
LMP1 NFkB inh – inhibitors of Epstein-Barr LMP1-induced NF-kappaB reporter | LMP1-induced NF-kappaB luciferase reporter cells, luminescence | inhibition, % at 12.5 µM | 350,000 tested, 0.69% active; in the data active means inhibition above about 41%;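 further: 0% = neutral control wells and 100% = reference inhibitor control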
ABHD5-PLIN5 inh – inhibitors of human ABHD5-perilipin-5 interaction; inhibition, % at 4 µM; Q00G26+Q8WTS1; Split G. princeps luciferase complementation, luminescence, 4 h; 360,000 tested, 0.78% active;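 active means inhibition above the mean inhibition across every tested compound plus 3 SD, cut at about 22% in these data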;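 further: 0% = DMSO only wells and the 100% control is not disclosed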
NOD2 RIPK2 PPI – inhibitors of human NOD2-RIPK2 interaction; O43353; CHO BLA complementation NOD2-RIPK2, CCF4 ratio; inhibition, % at 4.98 µM; 360,000 tested, 0.38% active; in the data active means inhibition above about 21%;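 further: 0% = vehicle only and 100% = reference blocker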
NR5A2 inv ag – NR5A2 inverse agonism in reporter assay. O00482. HEK293T StAR-luciferase reporter, LRH-1 transfected, 24 h. inhibition, % at 3.6 µM. 360,000 tested, 0.13% active;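 active means inhibition above the mean inhibition of all tested compounds plus 3 SD, cut at about 73% in these data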;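 further: 0% = DMSO wells and 100% = reporter-only cells lacking LRH-1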
MC4R antagonist – antagonists of human melanocortin 4 receptor (MC4R). AID 540295. MC4R-expressing cells, MTII-stimulated cAMP, LANCE TR-FRET. 360,000 tested, 0.48% active. P32245. inhibition, % at 6.5 µM;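 active means inhibition above its plate's cutoff, the mean of tested wells on that plate plus 3 SD, cut at about 29% in these data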;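 further: 0% = Melanotan II alone and 100% = Melanotan II plus saturating MCL0020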
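material = U2OS cells stably expressing human melanocortin 4 receptor (MC4R) | also added = Melanotan II challenge | dosing = single nominal compound dose of 6.5 µM | detection = TR-FRET with Eu-cAMP and labeled anti-cAMP, 671 nm | replication = singlicate | timing = compound 30 min, challenge 1 h, detection 1 h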
* marks the source's active call; other numbers are inactive results; / = no result given.

No.	NCOA2 inhibitor	MC4R barr agon	COUP-TFII inh	NCOA1 inh	NCOA3 inh	TLR9-MyD88 block	LMP1 NFkB inh	ABHD5-PLIN5 inh	NOD2 RIPK2 PPI	NR5A2 inv ag	MC4R antagonist	SMILES
1	-7.2	-2.6	14.4	-5.7	3.4	1.5	7.9	5.7	-3.5	-5.4	10.9	COc1ccc(NC(=O)CN(C)C(C)C(=O)N2CCCCC2)cc1 (configuration not stated)
2	-20.6	1.2	-15.3	-3.4	-2.7	-2.0	12.8	3.3	-1.6	-0.4	-0.6	O=C(Nc1ncc2c(n1)CC(c1ccco1)CC2=O)c1ccco1 (configuration not stated)
3	-17.4	1.0	-5.2	3.6	16.3	-9.6	4.9	-3.8	0.5	18.2	-0.5	Cn1nc(C(=O)OCc2ccc(Br)cc2F)c2ccccc2c1=O
4	0.1	-0.7	7.9	4.5	-20.7	-7.7	8.2	-4.1	1.0	5.1	9.2	C=C(C)c1cccc(C(C)(C)NC(=O)NCc2ccc(OC)c(OC)c2)c1
5	3.6	1.4	8.8	-9.1	-26.3	-0.8	-0.6	0.3	-9.9	-39.0	12.1	O=C(Nc1nc2ccccc2[nH]1)C1CCN(S(=O)(=O)c2cccs2)CC1
6	-24.4	4.1	-0.9	-20.0	-1.0	-13.2	8.0	-2.3	-2.9	-13.9	-1.6	Cc1ccc(NC(=O)c2sc3nc(N4CCOCC4)c4c(c3c2N)CC(C)(C)OC4)cc1
7	-6.9	-3.2	-3.0	-6.9	-11.4	1.4	4.9	3.8	-2.1	-15.3	5.6	CSCCC(NC(=O)CCNC(=O)c1ccccc1Cl)c1nc2ccccc2[nH]1 (configuration not stated)
8	-10.6	0.7	-13.3	-11.9	-3.9	-7.5	4.9	2.2	3.2	11.3	1.4	CCN(CC(=O)Nc1c(F)cccc1F)C(=O)CSCc1ccc(C)cc1
9	-19.7	-2.0	17.7	-16.6	4.6	2.9	-0.4	-1.6	-11.8	3.3	9.6	CC1CCN(C(=O)CN(Cc2ccc(F)cc2)S(C)(=O)=O)CC1
10	-6.5	-0.5	-6.4	9.3	6.2	1.0	-1.7	1.8	-1.5	-10.6	-6.5	COc1ccc(OC)c(-c2nnc(SCC(=O)N3CCCC3)o2)c1
11	-4.9	-2.0	12.3	-0.3	8.6	-11.2	-0.2	-4.6	0.3	-5.2	1.2	COC(=O)c1ccc(NC(=O)CN2C(=O)NC3(CCC(C)CC3)C2=O)cc1 (configuration not stated)
12	15.8	1.4	12.6	-1.9	-0.3	/	/	-0.4	-6.1	-14.9	6.3	O=C(NC(c1ccc(Cl)cc1)c1cnccn1)C1CCN(Cc2cccc(C(F)(F)F)c2)CC1 (configuration not stated)
13	7.0	2.6	16.1	-15.7	-0.1	-7.7	-1.8	-8.5	-10.7	-20.5	16.4	CC1CCN(C(=O)c2ccc3c(=O)n4c(nc3c2)CCCCC4)CC1
14	11.9	0.1	46.5*	20.0	14.4	-4.2	9.1	4.7	-18.8	38.2	7.1	CCOC(=O)C1=C(C)N(Cc2ccccc2)C(=O)NC1c1ccccc1OS(=O)(=O)c1ccccc1[N+](=O)[O-] (configuration not stated)
15	-27.3	-0.8	-5.5	-40.2	-5.6	-7.5	1.3	0.2	-4.3	-8.7	3.3	CC1CCN(C(=O)C2COc3ccccc3O2)CC1 (configuration not stated)
16	-24.7	-1.5	0.8	-6.6	-11.2	1.6	-0.1	-5.3	-8.3	1.8	8.4	Cc1cccc2cc(COC(=O)c3ccco3)c(=O)[nH]c12
17	-49.1	-0.5	-46.7	-72.4	-112.8	-3.6	-30.2	-4.2	-4.5	-112.7	17.4	Cc1ccc(CNc2ccc3c(c2)ncn3C(C)C)cc1
18	-9.5	0.6	-6.8	-5.9	-21.9	-2.6	-14.0	-0.7	-9.9	11.9	0.2	CCC(=O)N1CCc2cc(S(=O)(=O)NCCC(=O)NC3CCCc4ccccc43)ccc21 (configuration not stated)
19	24.3	-2.0	1.0	-4.8	8.3	-0.7	2.1	7.2	7.3	20.8	2.0	Cc1cccc(NC(=O)CSCC(=O)N(C)Cc2ccc3c(c2)OCCO3)c1
20	-97.3	-1.8	-40.8	-57.9	-87.8	6.5	-29.5	-2.3	-6.5	-74.2	-3.0	Cc1nc2cc(Cl)c(Cl)cc2nc1C
21	-4.0	0.3	20.2	-8.3	12.7	-6.7	0.9	-1.1	-12.2	-11.3	11.5	Cc1ccccc1Cn1nc(C)c(NC(=O)c2cc(-c3ccco3)on2)c1C
22	-11.5	1.0	8.0	-24.4	11.6	/	/	-0.1	-5.2	8.5	2.6	Cc1ccc(CN2C(=O)C(C)Oc3ccc(C)cc32)cc1 (configuration not stated)
23	-11.2	0.0	12.9	-9.9	22.7	-8.2	-9.8	4.9	-8.7	15.2	5.3	CC(C)CCn1nnnc1C(c1ccc(F)cc1)N1CCC(C(N)=O)CC1 (configuration not stated)
24	16.1	-0.9	-10.2	-4.5	-30.9	-30.0	3.4	-4.7	-2.2	3.0	10.4	CCC(CC)N1CCN(Cc2nc3ccc([N+](=O)[O-])cc3c(=O)n2-c2ccccc2F)CC1
25	12.2	-1.4	4.8	-12.5	-8.5	-7.2	-3.0	-2.7	14.5	8.7	4.2	Cc1ccccc1CN1CCN(CC(=O)NCc2ccccn2)C1=O
26	-28.0	-1.3	-3.2	11.3	-16.2	-5.5	5.7	-0.4	-0.5	-15.9	1.3	O=C1CC(NS(=O)(=O)c2ccccc2)CN1c1ccc2c(c1)OCCO2 (configuration not stated)
27	-8.4	0.6	-9.0	10.6	5.6	-3.5	-6.8	1.9	-2.7	-1.1	6.4	CCCCCC(=O)Nc1cccc(C2=NOC3(C2)C[C@@H](C(N)=O)N(C(=O)c2ccc(OC)cc2)C3)c1 (some centres not stated)
28	-87.6	-1.7	-35.1	-82.0	-56.3	3.4	-13.9	-4.3	-9.4	-148.8	4.5	COc1ccc(/C=C/c2nc3ccccc3n2Cc2ccccc2OC)cc1
29	-27.3	-1.4	-11.1	7.4	-9.5	0.8	-0.9	-0.5	4.1	-1.8	0.5	Cc1ccc(NC(=O)CCNS(=O)(=O)c2ccc3c(c2)CCC(=O)N3)c(Br)c1
30	-12.2	-0.6	6.8	7.6	14.9	-13.5	2.4	11.3	-15.2	1.9	0.6	O=C(c1ccc(S(=O)(=O)NCc2ccco2)cc1)N1CCN(c2ccccc2)CC1
31	1.0	2.3	10.6	-6.2	13.7	-2.4	4.6	6.2	-8.3	-10.0	4.4	COc1ccc(C(=O)CSc2nnc(COc3ccc(C#N)cc3)n2-c2ccccc2)cc1
32	10.2	0.6	5.1	-18.8	-7.4	/	/	7.2	0.6	16.5	9.2	COC(=O)CNC(=O)c1ccc(F)cc1
33	-10.4	1.9	10.7	-61.7	-33.5	3.7	5.3	-2.3	12.4	-2.3	20.2	CC1(C)CC(=O)C2=C(C1)c1c(ccc3ccccc13)NC2c1ccc(OCC(=O)O)cc1 (configuration not stated)
34	14.1	1.5	-6.3	15.5	15.4	-6.8	-3.2	2.4	-5.1	1.9	2.0	Cc1ccc(Cl)cc1NC(=S)N(CCCN1CCOCC1)Cc1ccco1
35	-42.4	-1.2	-31.5	-105.5	-65.3	-0.4	-44.1	-1.7	2.4	-170.5	10.1	Cc1cccc2c1-c1sc(C(=O)N3CCCCC3)cc1CO2
36	-3.3	2.8	-12.3	1.5	3.7	-8.2	2.1	0.5	-1.9	-4.2	20.8	Nc1nc2n(n1)C(c1cccc(Cl)c1)CC(c1ccc(F)cc1)N2 (configuration not stated)
37	-44.4	/	-14.8	-45.1	-42.0	/	/	3.3	2.2	-33.3	/	Cn1ccc2c(-c3ccc4c(c3)OCCO4)cc3c(c21)C1CCC3O1 (configuration not stated)
38	-37.4	0.7	-4.3	-12.2	-4.8	6.5	-5.4	-5.5	-12.7	-20.7	-2.6	COc1ccc(NC(=O)C2CCCN(C(=O)Nc3ccc(F)cc3)C2)cc1OC (configuration not stated)
39	-0.8	/	-7.5	/	/	/	/	3.6	-5.4	8.4	/	CC1=C(C(=O)N2CCCCCC2)CC(CC(=O)NCCCN(C)C)C(=O)N1CCCN1CCCC1=O (configuration not stated)
40	-16.5	-1.3	3.2	-0.3	-18.8	2.4	3.5	-3.6	-4.5	18.6	0.2	Cc1ccc(NC(=S)N2CCN(S(C)(=O)=O)CC2)cc1
41	9.2	0.0	-17.6	-4.3	20.2	0.9	-3.4	0.4	-4.3	-5.5	-9.3	CNC(=O)c1ccc(Nc2nnc(-c3ccc(C(N)=O)cc3)c3ccccc23)cc1
42	7.6	1.1	13.2	14.5	5.7	-15.6	8.5	0.1	-4.9	-4.4	22.1	COc1cc(CNS(=O)(=O)c2ccc3c(c2)CC(C)N3C(C)=O)cc(OC)c1OC (configuration not stated)
43	-39.7	/	-27.4	-54.1	-31.7	/	/	1.0	7.2	-40.1	/	OCCc1ccc(NCCc2ccco2)cc1
44	-45.0	-1.9	4.1	-24.6	-9.5	-3.1	-6.6	-0.9	-8.7	-24.7	7.8	O=[N+]([O-])c1ccc(-c2nc(=S)c3c(o2)CCCC3)cc1
45	-1.7	-3.1	11.5	-11.6	-30.2	-4.4	-1.0	-5.2	0.9	5.6	7.2	Cc1ccc(C(=O)NC(=S)Nc2cccc(NC(=O)c3ccccc3)c2)cc1[N+](=O)[O-]
46	9.2	-1.7	7.6	-28.4	9.3	10.4	2.8	-0.3	11.6	-3.1	17.3	CCc1nnc(NC(=O)CN2CCN(C(=O)c3ccccc3)CC2)s1
47	5.2	-2.0	9.7	13.9	3.3	0.8	-9.5	-12.5	-5.0	-14.8	25.0	CCCCN(C(=O)c1ccc(N(C)S(=O)(=O)c2ccc(C)cc2)cc1)c1c(N)n(CCC)c(=O)[nH]c1=O

Record cards, from the list above. Order of screens: NCOA2 inhibitor, MC4R barr agon, COUP-TFII inh, NCOA1 inh, NCOA3 inh, TLR9-MyD88 block, LMP1 NFkB inh, ABHD5-PLIN5 inh, NOD2 RIPK2 PPI, NR5A2 inv ag, MC4R antagonist
CC1CCN(C(=O)CN(Cc2ccc(F)cc2)S(C)(=O)=O)CC1 is entered as -19.7, -2.0, 17.7, -16.6, 4.6, 2.9, -0.4, -1.6, -11.8, 3.3, 9.6
COc1ccc(C(=O)CSc2nnc(COc3ccc(C#N)cc3)n2-c2ccccc2)cc1 is entered as 1.0, 2.3, 10.6, -6.2, 13.7, -2.4, 4.6, 6.2, -8.3, -10.0, 4.4

Four compounds out of the list above, ordered by the number in ABHD5-PLIN5 inh, low to high:
item | canonical_smiles | ABHD5-PLIN5 inh
47 | CCCCN(C(=O)c1ccc(N(C)S(=O)(=O)c2ccc(C)cc2)cc1)c1c(N)n(CCC)c(=O)[nH]c1=O | -12.5
45 | Cc1ccc(C(=O)NC(=S)Nc2cccc(NC(=O)c3ccccc3)c2)cc1[N+](=O)[O-] | -5.2
40 | Cc1ccc(NC(=S)N2CCN(S(C)(=O)=O)CC2)cc1 | -3.6
34 | Cc1ccc(Cl)cc1NC(=S)N(CCCN1CCOCC1)Cc1ccco1 | 2.4

An excerpt (hit frequency here may not be typical).
